# High-throughput results deposited in PubChem by several laboratories.
# LAP4-GFP MLPCN – modulators of TOR pathway LAP4-GFP in S. cerevisiae; GFP response vs DMSO, % at 10 µM; AID 2023; S. cerevisiae LAP4-GFP multiplex, flow cytometry GFP, 3 h; median GFP as percent of DMSO wells; hit rate 0.34% among 320,000;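 active means GFP response vs DMSO above a set limit, about the screen mean plus 3 SD, cut at about 150% in these data; inconclusive means under 70 cell events counted for the yeast strain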
# proCasp7 act – counter-screen: procaspase-7 (human) activation. activation, % at 8.5 µM. P55210. recombinant procaspase-7, Ac-DEVD-pNA absorbance 405 nm; D23A/D198A/D206A triple mutant, cannot self-cleave; scale: DMSO 0, 5 µM enzyme 100. AID 463210. hit rate 0.093% among 330,000;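 active means percent activation above the screen-wide mean plus 3 SD, cut at about 25% in these data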
#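 signal = Epi-absorbance of released pNA at 405 nm, two timepoints | assay system = Uncleavable procaspase-7 mutant enzyme | reagent = Ac-DEVD-pNA substrate, 400 µM as added | times = 1 h enzyme–compound preincubation and 2 h substrate reaction, both 25 °C | benchmarks = low DMSO alone, high DMSO plus 5 µM PC-7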
# ZTA DNA inh – ZTA (EBV) inhibition in EBNA-1 counter-screen | P03206 | AID 2234 | hit rate 0.15% among 320,000 | ZTA-DNA binding, fluorescence polarization | inhibition, % at 11 µM; in the data active means inhibition above about 33%
# AHR activator – human AHR activation. P35869. AHR-responsive luciferase reporter cells, luminescence. activation, % at 5 µM. hit rate 2.5% among 320,000. AID 2796; in the data active means activation above about 47%;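 further: 0% = vehicle wells and 100% = reference agonist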
# EBNA-1 inhibitor – blocks EBNA-1 binding to DNA | EBNA-1 DNA binding, fluorescence polarization | AID 1950 | inhibition, % at 14.8 µM | hit rate 0.34% among 300,000; in the data active means inhibition above about 28%
# MEP2-GFP yeast – modulators of TOR pathway MEP2-GFP in S. cerevisiae | AID 2016 | GFP response vs DMSO, % at 10 µM | S. cerevisiae MEP2-GFP strain, flow cytometry GFP, 3 h; 100% = DMSO control level | hit rate 0.51% among 330,000;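 active means GFP response versus DMSO above a set limit, roughly screen mean plus 3 SD, cut at about 180% in these data; inconclusive means fewer than 70 cells counted for a yeast strain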;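 further: median GFP fluorescence of the barcode-gated MEP2-GFP cells per well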
# RPL19A-GFP yeast – alters RPL19A-GFP fluorescence in TOR pathway yeast screen | S. cerevisiae RPL19A-GFP strain, flow cytometry, 3 h; active compounds read low | percent response vs DMSO, % at 10 µM | hit rate 0.3% among 330,000 | AID 2025;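 active means percent response vs DMSO below 50%; inconclusive means fewer than 70 events counted for the yeast strain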;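 further: median channel GFP fluorescence of the barcoded RPL19A-GFP strain; ratio of sample median GFP to plate DMSO average so 100% = DMSO; lower means less RPL19A-GFP as with rapamycin TOR inhibition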
# procasp3 activ – activators of human procaspase-3; P42574; recombinant procaspase-3 D3A, Ac-DEVD-pNA absorbance 405 nm; activation, % at 8.5 µM; hit rate 0.11% among 330,000;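 active means activation above the mean of all tested compounds plus 3 SD, cut at about 21% in these data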;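 further: 0% = DMSO alone and 100% = DMSO wells spiked with extra 5 µM PC-3 D3A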
#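 Test system: Procaspase-3 D3A mutant; medium: Zinc-free HEPES/NaCl buffer with 0.01% Triton X-100 at pH 7.4; reagent: DEVD-pNA substrate; doses: one concentration, 8.5 µM nominal, 0.8% DMSO; times: 1 h preincubation plus 2 h reaction at 25 °C; signal: Epi-absorbance at 405 nm of released p-nitroaniline, 0 and 120 min; replicates: singlicate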
# * marks the source's active call; other numbers are inactive results; u = inconclusive; x = no result given; [ ] = dose if it differs, or a comment.
SMILES,LAP4-GFP MLPCN,proCasp7 act,ZTA DNA inh,AHR activator,EBNA-1 inhibitor,MEP2-GFP yeast,RPL19A-GFP yeast,procasp3 activ
CCOC(=O)C(NC(=O)c1cccc(Cl)c1)(OCc1ccc(F)cc1)C(F)(F)F (stereo unspecified),95,0,5,1,11,104,105,6
NC(=O)c1cc(S(=O)(=O)NCCc2ccccc2)cs1,94,1,4,-1,-9,97,97,1
Cc1nc(N)nc(Nc2ccc(C#N)cc2)c1Br,99,-3,-5,1,-5,99,98,-2
COc1cccc(-c2cc(C(=O)Nn3cnnc3)c3ccccc3n2)c1,100,4,-13,7,-8,103,99,-3
COc1ccccc1CNc1cc(C)ccn1,105,-9,-1,11,2,116,108,-4
Cc1ccc(CNC(=O)CCS(=O)(=O)c2cc3c(cc2C)NC(=O)CO3)cc1,106,-5,-20,-3,0,99,102,-8
CCOc1ccccc1CN1C(=O)NC(C)(c2ccccc2)C1=O (stereo unspecified),103,-2,-4,4,4,108,103,4
CCOC(=O)CN1C(=O)N(CC)C(C)=C(C(=O)OC)[C@@H]1c1ccccc1,105,-10,6,0,-2,88,93,12
CCOC(=O)c1c(O)c2ccccc2oc1=O,96,6,-4,1,5,98,97,7
Cc1cc(NC(=O)CCCC(=O)NCc2ccccc2)no1,110,5,7,0,-3,102,98,7
Cc1ccc(N2C=Nc3ccc(C)c4nc(C)cc2c34)cc1,101,-7,12,34,0,94,94,-15
c1ccc(-c2cnc(-c3ccccc3)nc2)cc1,89,-7,-3,5,-2,98,92,-7
CCOC(=O)c1sc(NC(=O)c2cc3ccccc3o2)nc1C,u,5,7,-8,4,u,u,1
O=C(NCc1ccc(F)cc1)C(c1ccco1)N(C(=O)c1csnn1)c1ccccc1 (stereo unspecified),101,1,0,0,3,104,101,7
C=CCn1c(SCC(=O)c2ccc(CNC(C)=O)o2)nc2ccccc2c1=O,96,-4,6,8,2,108,x,5
Cc1cc(O)c(C(C[N+](=O)[O-])c2ccc(Cl)cc2)c(=O)o1 (stereo unspecified),u,-15,15,0,10,86,91,-7
C[C@]12c3[nH]c4ccccc4c3CCN1C(=O)C(CC(=O)NCC13CC4CC(CC(C4)C1)C3)C[C@@H]2C(=O)N1CCOCC1 (stereo partly specified),89,0,x,-2,x,96,94,1
O=C(CCCN1C(=O)[C@H]2CC=CC[C@H]2C1=O)NCc1nc(-c2ccc(Cl)cc2)no1,120,-4,3,3,-2,109,105,1
NS(=O)(=O)c1ccc(NC(=O)c2c(Cl)cccc2Cl)cc1,104,-3,-9,-4,5,110,107,-3
O=C(O)CSCC(=O)N(Cc1ccccc1)c1nc(-c2ccccc2)c(-c2ccccc2)s1,122,-6,-1,3,-17,103,97,-1

# Structures above that contain an aryl methoxy group, in the order listed:
SMILES,LAP4-GFP MLPCN,proCasp7 act,ZTA DNA inh,AHR activator,EBNA-1 inhibitor,MEP2-GFP yeast,RPL19A-GFP yeast,procasp3 activ
COc1cccc(-c2cc(C(=O)Nn3cnnc3)c3ccccc3n2)c1,100,4,-13,7,-8,103,99,-3
COc1ccccc1CNc1cc(C)ccn1,105,-9,-1,11,2,116,108,-4

# Later entries
SMILES,LAP4-GFP MLPCN,proCasp7 act,ZTA DNA inh,AHR activator,EBNA-1 inhibitor,MEP2-GFP yeast,RPL19A-GFP yeast,procasp3 activ
Cc1ccc2c(c1)N(CCC(=O)NCCN1CCOCC1)C(=O)CO2,100,17,2,4,-9,99,95,0
O=C1OC[C@H]2CCCN2C(=O)[C@@H](CC(=O)N(CCO)Cc2ccccc2)C/C=C\CC[C@H]1Cc1ccc(F)cc1,90,7,x,1,x,98,101,-1
COC(=O)CSc1nnc(-c2ccoc2C)n1-c1ccc(C)cc1,121,7,-20,1,4,110,102,-1
COc1cccc(NC(=O)CCS(=O)(=O)c2cccs2)c1,101,-4,10,18,2,106,x,-3
CS(=O)(=O)N(CC(=O)N1CCCCC1)C1CCCCC1,105,1,0,1,-11,107,109,6
CCOc1ccc(CCNC(=O)COC(=O)CNC(=O)c2ccc(Br)o2)cc1OCC,97,2,6,-1,-1,88,87,11
CCOC(=O)c1c(-c2cccc([N+](=O)[O-])c2)csc1NC(=O)C1CC1,100,-13,-12,12,-19,95,92,-3
Cc1cc(C)n(CCC(=O)N2c3ccccc3CC2C)n1 (stereo unspecified),88,-15,1,3,-12,99,99,3
CCOC(=O)c1c(C)n(C)c2cc(OCCN(CC)CC)ccc12,97,6,0,30,-4,106,104,7
N#CC1CC(c2ccc([N+](=O)[O-])cc2)=NN1c1ccc([N+](=O)[O-])cc1 (stereo unspecified),103,-4,10,1,11,98,95,1
O=C(NCc1nnc2c(C(F)(F)F)cc(Cl)cn12)c1cccnc1,92,-21,-17,14,-8,103,99,5
O=C(CC(NC(=O)c1ccccc1Cl)c1ccccc1)NCCc1ccc(Cl)cc1 (stereo unspecified),99,-6,-9,1,7,108,107,1
O=C(COC(=O)c1ccc2c(c1)OCO2)Nc1ccccc1OC(F)F,100,9,x,-1,x,98,96,1
CN(C)c1ccc(C(CC(=O)O)C(=O)O)cc1 (stereo unspecified),114,-34,-2,5,7,127,108,-14
Cc1ccc2c(c1)C1CN(C)CCC1N2Sc1ccccc1[N+](=O)[O-] (stereo unspecified),96,-2,0,3,-3,96,101,5
CCOc1ccccc1OCc1nn2c(COc3ccccc3)nnc2s1,108,-14,-3,15,-4,99,103,0
COC(=O)[C@@]12CCCN1[C@H](c1ccc(-c3cccc(Cl)c3)cc1)[C@H]1C(=O)N(C)C(=O)[C@H]12,x,1,-1,12,-18,x,x,-5
Cc1cc(C)c2c(N)c(C(=O)Nc3ccccc3F)sc2n1,104,5,-16,17,7,98,96,0
Cc1cccc(-n2nc3c(c2NC(=O)CCCl)CSC3)c1,85,-1,3,-1,-3,89,94,-5
CCOc1ccc(-n2c(C)cc(C(=O)CCl)c2C)cc1,94,5,8,-2,-4,115,103,-2
COc1ccc(C(=O)Nc2ccc(S(=O)(=O)N3CCN(C)CC3)cc2)cc1[N+](=O)[O-],94,8,4,1,8,116,104,7
Cn1ccnc1SCC(=O)Nc1ccc(Cl)cn1,98,2,17,25,4,104,106,-2
CCC(C)(C)NC(=O)CN(CCc1cccc(C)c1)C(=O)c1csnn1,86,3,-7,7,-5,81,98,-3
c1ccc(OCc2nnc(-c3ccccc3)o2)cc1,119,7,-17,4,-2,119,95,2
CCc1cc2cc(C)ccc2nc1SCC(=O)NNC(=O)c1ccco1,101,8,-7,3,9,103,99,5
CC1(c2ccc(OC(F)F)cc2)NC(=O)N(CC(=O)Nc2ccc(Cl)cc2F)C1=O (stereo unspecified),95,-8,5,2,7,105,99,10
N[C@@]12CCc3nonc3[C@]1(O)CC(c1ccccc1)=[N+]2[O-],97,1,-11,1,-10,102,95,4
CSCCC(C)N1CCC(Oc2ccc(C(=O)N3CCCC3)cc2)CC1 (stereo unspecified),99,-12,-1,-1,6,87,94,0
CCn1ccnc1CN(C)Cc1cn(-c2ccccc2)nc1-c1ccc(OC)cc1F,103,5,-11,8,-5,100,97,-5
N#C/C(=C(/O)c1cccs1)c1nc2ccccc2[nH]1,105,4,10,54*,-5,97,94,9
FC(F)C(F)(F)c1cc(-c2ccc(Cl)cc2)n[nH]1,93,-4,-17,0,-11,100,103,0
CCOc1cc(/C=C(\C#N)C(=O)Nc2ccccc2C(=O)O)ccc1OC(=O)c1ccc(C)cc1,88,8,-5,1,-2,106,100,-3
CCOc1ncccc1C(=O)Nc1cc(S(=O)(=O)N2CCCCC2)ccc1OC,96,4,9,1,x,86,95,2
O=C1C2CC=CCC2C(=O)N1Cc1ccccc1Cl (stereo unspecified),89,5,7,1,6,101,101,13
COc1ccc(Cn2nnnc2C(C(C)C)N(Cc2ccco2)Cc2cccs2)cc1 (stereo unspecified),105,2,2,-1,-2,104,102,-2
COc1ccccc1CN1C(=O)CCC1(C)C(=O)NC1CCCCCC1 (stereo unspecified),88,-7,-7,-1,1,95,87,0
COc1ccc(-c2cc(C(F)F)n3ncc(C(=O)Nc4cc(C)on4)c3n2)cc1,96,-1,-17,-3,-7,105,101,12
CCNc1nc(N)c(C(=O)c2ccc(Cl)s2)s1,119,-9,-9,-3,-2,102,98,-9
C=CCNC(=O)C1=NN(c2c(F)c(F)cc(F)c2F)C(=O)CC1,87,1,-2,1,-11,103,98,-3
CC(=O)Nc1ccc(N2C(=O)CSC2c2c(F)cccc2Cl)cc1 (stereo unspecified),78,12,-17,1,-2,100,102,-3
CCC(C)(O)C(=O)N[C@H]1CCCN1C(=O)/C=C/c1ccccc1 (stereo partly specified),118,6,x,-1,x,97,108,-4
CC(=O)Nc1ccc(C2=NNC(=Nc3cccc(S(=O)(=O)N(C)C)c3)SC2)cc1,93,-10,7,0,-3,99,103,-15
NS(=O)(=O)c1cccc(NC(=O)CN2CCN(S(=O)(=O)c3ccc4c(c3)OCCO4)CC2)c1,104,10,x,-1,x,108,101,5
O=C(Nc1ccnn1C1CCN(C(=O)c2ccc(C(F)(F)F)cc2)CC1)C1CC1,100,2,-23,2,-9,107,107,3
S=C1NC(c2cccs2)=CC(c2ccc(Br)cc2)N1 (stereo unspecified),101,-11,-7,117*,-24,97,105,-12
COc1ccc(-n2c(O)c(C=NC3CC3)c(=O)[nH]c2=O)cc1,102,6,-4,1,2,106,99,-2
CCCC(c1nnnn1CC(=O)OCC)N(Cc1cc2c(C)cc(C)cc2[nH]c1=O)C1CCCC1 (stereo unspecified),88[may fluoresce violet],-10,7,12,-4,181*[may fluoresce violet],58[may fluoresce violet],-18
CCCCOc1ccc(CNn2c(C)nc3ccccc3c2=O)cc1,96,-6,-2,1,-15,96,95,-2
CCc1ccc(OCC(=O)Nc2cc(S(=O)(=O)CC)ccc2O)cc1,96,1,-10,-1,-6,97,92,5
CC(Sc1nncn1C)C(=O)Nc1ccc(Cl)cn1 (stereo unspecified),106,-9,-27,13,-2,106,107,1
Cc1c(NC(=O)c2cnn3c2NC(c2ccc(Br)cc2)CC3C(F)(F)F)c(=O)n(-c2ccccc2)n1C (stereo unspecified),96,9,-3,1,-3,98,98,9
COc1cccc(/C=N\NC(=O)C2=NNC(=O)C2C)c1O (stereo unspecified),94,15,13,12,6,106,105,-11
CN1CCN(c2oc(-c3ccc([N+](=O)[O-])cc3)nc2C#N)CC1,117,8,-2,6,4,107,107,-8
Cc1ccc(S(=O)(=O)/N=C(\Sc2ccccc2)c2ccccc2)cc1,174*,-4,9,-2,-2,96,89,-9
O=C(Nc1nc2ccccc2[nH]1)c1ccc(F)c(S(=O)(=O)N2CCOCC2)c1,97,-7,5,30,2,104,104,-5
Cc1ccc(S(=O)(=O)NNC2=NS(=O)(=O)c3ccccc32)c(C)c1,93,7,0,3,-11,111,115,-1

# Taken from the entries so far, five compounds:
SMILES,LAP4-GFP MLPCN,proCasp7 act,ZTA DNA inh,AHR activator,EBNA-1 inhibitor,MEP2-GFP yeast,RPL19A-GFP yeast,procasp3 activ
Cc1cc(C)c2c(N)c(C(=O)Nc3ccccc3F)sc2n1,104,5,-16,17,7,98,96,0
Cc1cccc(-n2nc3c(c2NC(=O)CCCl)CSC3)c1,85,-1,3,-1,-3,89,94,-5
CCOc1ccc(-n2c(C)cc(C(=O)CCl)c2C)cc1,94,5,8,-2,-4,115,103,-2
COc1ccc(C(=O)Nc2ccc(S(=O)(=O)N3CCN(C)CC3)cc2)cc1[N+](=O)[O-],94,8,4,1,8,116,104,7
Cn1ccnc1SCC(=O)Nc1ccc(Cl)cn1,98,2,17,25,4,104,106,-2
